# Screening results: PubChem BioAssay, several laboratories
# hgDAF-12 ag: activates the H. glycines DAF-12 receptor ligand-binding domain; 370,000 compounds, 1.8% hits; AID 687014; HEK293 GAL4-hgDAF12 UAS-luciferase reporter, agonist luminescence; normalized to butyrate control; activation, % at 6.8 µM;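 active means activation above a cutoff set at the mean of all screened compounds plus 3 SD, cut at about 10% in these data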;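 further: 0% = DMSO wells and 100% = sodium butyrate wells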
# SMARCA2 activ: increases SMARCA2 function in MMTV reporter cells; MG213 cells, MMTV-luciferase reporter, dexamethasone, overnight; 370,000 compounds, 1% hits; activation, % at 9.1 µM; in the data active means activation above about 7.8%;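 further: 0% = vehicle wells and 100% = reference activator wells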
# ssDAF-12 act: activates DAF-12 receptor from parasite S. stercoralis; activation, % at 6.8 µM; HEK293 ssDAF-12/GRIP1 lit1-tk-luc reporter, luminescence; % of 3 µM dafachronic acid response; 370,000 compounds, 1% hits;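 active means activation above the mean over all tested compounds plus 3 SD, cut at about 0.9% in these data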;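 further: 0% = DMSO-only wells and 100% = 3 µM delta7-dafachronic acid wells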
# DAX1 inh-1: inhibits human nuclear receptor DAX1; 340,000 compounds, 0.99% hits; HEK293 Gal4-DAX1 luciferase reporter, luminescence; P51843; AID 504766; inhibition, % at 6.75 µM;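 active means inhibition above the mean over all tested compounds plus 3 SD, cut at about 4.2% in these data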;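 further: 0% = DAX1-transfected cells with DMSO and 100% = empty-vector control cells with DMSO; inhibition shows as a rise in luminescence from relieved DAX1 repression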
# hcDAF12 agonist: H. contortus DAF-12 activation, primary screen; activation, % at 6.8 µM; 370,000 compounds, 1.4% hits; HEK293 hcDAF-12 lit1-tk-luc reporter, luminescence; 0% DMSO, 100% Δ7-dafachronic acid; AID 652067;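 active means activation above the mean of all tested compounds plus 3 SD, cut at about 5.5% in these data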;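 further: 100% = response to 3 µM Δ7-dafachronic acid high control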
# HGIII-sPLA2 inh: Blocks human group III sPLA2 activity | Q9NZ20 | QFRET BODIPY PC-A2 liposome hydrolysis, fluorescence | inhibition, % at 12.2 µM | 370,000 compounds, 0.56% hits;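 active means inhibition above mean plus 3 SD of compounds lying within the high and low control bounds, cut at about 19% in these data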;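 further: 0% = median of test compound wells and 100% = no enzyme DMSO wells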
# Target sequence (Q9NZ20 whole entry, looked up): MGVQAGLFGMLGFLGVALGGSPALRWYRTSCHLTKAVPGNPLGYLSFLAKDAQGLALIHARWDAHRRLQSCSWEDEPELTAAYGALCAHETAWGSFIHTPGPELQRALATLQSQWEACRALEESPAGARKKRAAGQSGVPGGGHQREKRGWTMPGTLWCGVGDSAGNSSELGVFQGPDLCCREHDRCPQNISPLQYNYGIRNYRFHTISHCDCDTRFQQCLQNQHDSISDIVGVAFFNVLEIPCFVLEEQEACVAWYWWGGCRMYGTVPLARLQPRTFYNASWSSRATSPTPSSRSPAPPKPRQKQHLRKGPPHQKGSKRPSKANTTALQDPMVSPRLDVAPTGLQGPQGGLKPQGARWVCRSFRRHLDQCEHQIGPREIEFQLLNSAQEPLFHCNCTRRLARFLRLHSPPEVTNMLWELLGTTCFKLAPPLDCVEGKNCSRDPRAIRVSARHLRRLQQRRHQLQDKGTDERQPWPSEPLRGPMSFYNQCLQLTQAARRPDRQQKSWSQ
# DAX1 inh-2: DAX1 (NR0B1) inhibition, primary screen. HEK293T StAR-luciferase reporter, SF-1/DAX-1 repression relief. inhibition, % at 6.8 µM. 370,000 compounds, 1.1% hits. AID 652010;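 active means inhibition above the mean over all tested compounds plus 3 SD, cut at about 3.6% in these data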;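 further: 0% = DAX-1 cells with DMSO and 100% = cells lacking DAX-1 with DMSO; higher inhibition means more luminescence from relief of DAX-1 repression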
# PLCb3 inh: blocks human PLC-beta3 enzyme activity. inhibition, % at 12.2 µM. Purified PLC-beta3, fluorogenic substrate, fluorescence. Q01970. 370,000 compounds, 0.18% hits; in the data active means inhibition above about 11%;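 further: 0% = median of compound wells on plate and 100% = full blocker control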
# NR1D1 modulator: Rev-erb alpha (human) modulation. 370,000 compounds, 0.79% hits. activity, % at 10 µM. Rev-erbα–FITC-DNA binding, fluorescence polarization, 90 min;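 active means activity above about 14%, limit read from the data; passing the limit was not always enough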;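 further: 0% = DMSO wells with 35 nM protein and 100% = DMSO wells with 750 nM protein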
# Target sequence (P20393 whole entry, looked up): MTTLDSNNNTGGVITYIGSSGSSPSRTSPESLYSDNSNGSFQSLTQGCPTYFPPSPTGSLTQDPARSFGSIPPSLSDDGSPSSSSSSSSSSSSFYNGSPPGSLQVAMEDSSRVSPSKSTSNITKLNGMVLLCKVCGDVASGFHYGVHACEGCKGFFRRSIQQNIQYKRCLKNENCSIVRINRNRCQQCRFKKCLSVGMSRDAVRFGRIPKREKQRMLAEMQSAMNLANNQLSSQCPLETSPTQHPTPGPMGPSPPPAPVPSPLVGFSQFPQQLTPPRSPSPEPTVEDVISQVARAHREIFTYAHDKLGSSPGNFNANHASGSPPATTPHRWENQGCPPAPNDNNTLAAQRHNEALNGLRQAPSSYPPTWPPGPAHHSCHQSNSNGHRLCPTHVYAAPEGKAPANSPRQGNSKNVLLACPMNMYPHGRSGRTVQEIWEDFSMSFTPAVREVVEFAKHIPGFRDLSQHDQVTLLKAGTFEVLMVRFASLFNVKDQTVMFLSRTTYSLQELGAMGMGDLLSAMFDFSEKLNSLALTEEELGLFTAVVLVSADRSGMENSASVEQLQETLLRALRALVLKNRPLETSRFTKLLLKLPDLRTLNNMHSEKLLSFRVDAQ
# PG9 binder: PG9 antibody binding by small molecule; TR-FRET gp120-PG9 antibody binding; inhibition, % at 6.7 µM; 360,000 compounds, 0.43% hits; AID 624416; in the data active means inhibition above about 8.5%
# GAA850 FXN act: activators of GAA850 frataxin (FXN) promoter; HEK293 lucGAA850 FXN promoter luciferase reporter, 24 h; percent of 10 µM SAHA response; activation, % at 6 µM; 360,000 compounds, 0.56% hits;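 active means activation above the average of all compounds screened plus 3 SD, cutoff fixed separately per campaign, cut at about 7.5% in these data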;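 further: 0% = DMSO wells and 100% = 10 µM SAHA wells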
# Numbers without * were called inactive; · = no result given.
no.	compound	hgDAF-12 ag	SMARCA2 activ	ssDAF-12 act	DAX1 inh-1	hcDAF12 agonist	HGIII-sPLA2 inh
1	CCN1C(=O)N[C@H](c2ccc(Br)cc2)C(C(=O)OC)=C1C	0.5	0.6	-0.8	0.7	0.1	4.0
2	CC(C)(C)c1ccc(OCc2ccc(C(=O)NCc3cccnc3)o2)cc1	6.7	4.5	-1.7	-0.2	1.6	-6.3
3	NS(=O)(=O)c1cc(C(=O)N2CCc3ccccc32)c(Cl)cc1Cl	-3.9	-3.7	-1.4	0.6	-0.4	5.0
4	Cc1ccc(C(=O)Nc2ccc(Oc3ccc(C(=O)O)c(C(=O)O)c3)cc2)cc1C	1.6	0.1	-1.3	-0.1	-0.4	3.0
5	COc1cccc(CN2CCC(CO)(CC3CCCCO3)CC2)c1 (centres undefined)	4.0	-3.0	-1.0	0.2	-1.9	7.2
6	CCc1cc(S(N)(=O)=O)cc(CC)c1NC(C)=O	-3.3	-0.7	-0.6	-1.2	0.0	-3.5
7	CC(C)CN1C(=O)C[C@]2(C(=O)N(C)c3ccc(NS(=O)(=O)C4CC4)cc32)C1c1ccccc1 (some centres undefined)	-0.7	-5.2	-0.1	·	-1.1	2.6
8	CCC1CCC/C1=N\NC(=O)CCC(=O)Nc1ccccc1Cl (centres undefined)	-0.2	-3.8	-1.7	-0.3	-1.4	6.9

no.	DAX1 inh-2	PLCb3 inh	NR1D1 modulator	PG9 binder	GAA850 FXN act
1	-0.8	0.1	2.9	-1.6	1.8
2	0.8	1.9	-2.7	0.5	3.8
3	-1.1	-3.2	1.9	-0.7	-0.9
4	-0.2	3.9	1.9	-0.9	0.7
5	0.0	0.7	-0.2	-2.6	-0.5
6	-0.2	-6.1	1.1	0.5	2.0
7	-0.6	4.3	6.9	·	·
8	0.0	3.4	-5.5	-2.0	1.6

# Next results follow:
no.	compound	hgDAF-12 ag	SMARCA2 activ	ssDAF-12 act	DAX1 inh-1	hcDAF12 agonist	HGIII-sPLA2 inh
9	CC(C)COC(=O)COc1cc(Cl)c(Cl)cc1Cl	-1.5	-5.0	-1.1	·	-1.3	7.2
10	CN1CCN(C(=O)C2CCCN(c3ncnc4c3nc3n4CCCCC3)C2)CC1 (centres undefined)	-1.1	-1.2	-1.2	1.0	1.3	7.8
11	NC(=O)C1CCCN(CCc2ccccc2)C1 (centres undefined)	1.7	-1.9	-0.8	0.2	-0.5	-6.2
12	CCOC(=O)N1CCC(NC(=O)c2ccccc2C(=O)O)CC1	0.8	0.9	-0.6	-0.4	0.6	-1.8
13	Cc1ccc(NC(=S)N(Cc2ccco2)C(C)c2cccs2)c(Cl)c1 (centres undefined)	3.3	-3.2	-1.4	1.4	-1.2	10.5
14	CC(NC(=O)C1CCCN(S(=O)(=O)c2cccc3nonc23)C1)c1ccccc1 (centres undefined)	-2.5	-1.9	-0.6	-0.6	-1.1	-0.1
15	Cc1ccc(S(=O)(=O)NCc2cccnc2)cc1C(=O)N1CCCC1	0.0	-1.1	-0.9	1.7	-1.2	-0.4
16	O=C(Nc1ccc(S(=O)(=O)N2CCOCC2)cc1)c1ccc2c(c1)S(=O)(=O)c1ccccc1C2=O	-0.4	-1.3	-1.0	-0.5	0.1	0.0

no.	DAX1 inh-2	PLCb3 inh	NR1D1 modulator	PG9 binder	GAA850 FXN act
9	1.4	-0.8	2.3	0.3	·
10	0.7	-10.7	-7.7	-2.0	1.2
11	0.7	0.1	-2.3	2.0	-0.4
12	0.1	-5.9	-2.8	-2.4	1.2
13	-0.4	-11.9	-2.9	0.1	1.1
14	0.3	-7.8	-4.0	-0.4	1.3
15	0.1	-5.5	7.2	-1.3	0.1
16	-0.7	-3.5	4.0	-1.0	-0.2

# (further entries)
no.	compound	hgDAF-12 ag	SMARCA2 activ	ssDAF-12 act	DAX1 inh-1	hcDAF12 agonist	HGIII-sPLA2 inh
17	COc1ccc(OC)c(-n2c(-c3cnccn3)n[nH]c2=S)c1	-0.3	1.7	-1.1	-0.3	-1.3	6.4
18	O=C(Nc1ccccc1C(=O)NCc1cccnc1)c1cccc([N+](=O)[O-])c1	2.3	4.4	-1.4	-0.9	-2.2	-1.2
19	C=CCSc1nnc(NC(=O)c2ccc(NC(C)=O)cc2)s1	-0.2	1.4	-1.7	3.1	-1.6	-2.9
20	Nc1ccc(-c2nnn(Cc3ccccc3F)n2)cc1	4.5	3.2	-0.5	2.0	1.5	1.3
21	CC(C)(C)S(=O)N1Cc2cc(=O)n(Cc3ccccc3)c(CCO)c2[C@H]1CCO (some centres undefined)	1.5	-4.8	-0.9	0.6	0.1	14.0
22	C/C(=N/NC(=O)CC1N=C(Cc2ccccc2)NNC1=O)c1cccnc1 (centres undefined)	0.9	-5.2	-0.7	0.5	-2.1	4.1
23	Cc1ccccc1-c1nc2sc(C)c(C)c2c(=O)o1	3.2	-0.7	0.1	2.5	0.8	17.3
24	CCN(CC1CCCN(CCc2cccc(F)c2)C1)C(=O)c1cc(C)oc1C (centres undefined)	2.1	-1.3	-1.4	-0.4	0.5	-9.2

no.	DAX1 inh-2	PLCb3 inh	NR1D1 modulator	PG9 binder	GAA850 FXN act
17	0.1	6.1	6.4	-0.9	-1.6
18	-0.4	-0.8	-0.6	-0.8	2.1
19	0.1	-24.2	-4.4	-1.9	1.4
20	-0.4	-5.0	6.9	1.4	4.5
21	-1.1	-23.7	-1.2	-2.4	-0.4
22	0.0	-9.4	0.3	-2.9	2.0
23	-0.4	-6.6	18.0*	1.7	1.1
24	0.1	-7.1	-4.1	-0.7	-2.1

# Shown with one line to a screen: 3 of the compounds above.
21. CC(C)(C)S(=O)N1Cc2cc(=O)n(Cc3ccccc3)c(CCO)c2[C@H]1CCO (some centres undefined)
22. C/C(=N/NC(=O)CC1N=C(Cc2ccccc2)NNC1=O)c1cccnc1 (centres undefined)
23. Cc1ccccc1-c1nc2sc(C)c(C)c2c(=O)o1
Assay by compound | 21 | 22 | 23
hgDAF-12 ag | 1.5 | 0.9 | 3.2
SMARCA2 activ | -4.8 | -5.2 | -0.7
ssDAF-12 act | -0.9 | -0.7 | 0.1
DAX1 inh-1 | 0.6 | 0.5 | 2.5
hcDAF12 agonist | 0.1 | -2.1 | 0.8
HGIII-sPLA2 inh | 14.0 | 4.1 | 17.3
DAX1 inh-2 | -1.1 | 0.0 | -0.4
PLCb3 inh | -23.7 | -9.4 | -6.6
NR1D1 modulator | -1.2 | 0.3 | 18.0*
PG9 binder | -2.4 | -2.9 | 1.7
GAA850 FXN act | -0.4 | 2.0 | 1.1

# The listing picks up, starting 3 compounds before the break.
no.	compound	hgDAF-12 ag	SMARCA2 activ	ssDAF-12 act	DAX1 inh-1	hcDAF12 agonist	HGIII-sPLA2 inh
22	C/C(=N/NC(=O)CC1N=C(Cc2ccccc2)NNC1=O)c1cccnc1 (centres undefined)	0.9	-5.2	-0.7	0.5	-2.1	4.1
23	Cc1ccccc1-c1nc2sc(C)c(C)c2c(=O)o1	3.2	-0.7	0.1	2.5	0.8	17.3
24	CCN(CC1CCCN(CCc2cccc(F)c2)C1)C(=O)c1cc(C)oc1C (centres undefined)	2.1	-1.3	-1.4	-0.4	0.5	-9.2
25	COc1cc(C(=O)O)ccc1OCC(=O)N1CCOCC1	1.2	-0.4	-0.9	1.1	-0.8	2.8
26	CNCCCOc1ccc(Cl)cc1C(C)(C)C	3.0	-2.4	-1.2	-0.3	-0.9	15.4
27	COc1ccccc1C(=O)Nc1cc(Cl)ccc1-n1cncn1	0.9	4.0	-0.9	0.1	3.0	-0.8
28	COc1ccc(S(=O)(=O)Nc2ccc3oc(C)c(C(=O)O)c3c2)cc1	-1.2	-1.4	-1.5	2.5	-1.9	-8.4
29	COc1ccc(NC(=O)N(C)C[C@H]2Oc3ccc(NC(=O)CCN4CCOCC4)cc3C(=O)N([C@@H](C)CO)C[C@H]2C)cc1	0.4	0.6	-1.4	0.1	1.5	-4.1
30	O=C(O)CCN1c2ccccc2Sc2ccccc21	-0.9	-0.1	-0.4	-1.4	-1.6	1.3
31	Cc1cc(NCCCO)n2c(nc3ccccc32)c1C#N	-0.2	-5.6	-1.6	0.7	0.2	6.0
32	COC(=O)c1ccc(C(=O)Nc2ccc3c(c2)C(=O)NC3=O)cc1	-1.1	-2.8	-1.4	-0.8	-1.1	22.5*

no.	DAX1 inh-2	PLCb3 inh	NR1D1 modulator	PG9 binder	GAA850 FXN act
22	0.0	-9.4	0.3	-2.9	2.0
23	-0.4	-6.6	18.0*	1.7	1.1
24	0.1	-7.1	-4.1	-0.7	-2.1
25	0.8	0.1	1.3	1.1	3.7
26	-0.1	-2.1	1.1	-0.2	0.3
27	-1.8	-13.7	0.2	-1.2	3.5
28	0.3	-0.9	-5.0	-0.6	-1.2
29	0.1	-4.0	-0.1	-0.6	-0.5
30	0.5	-9.6	-6.7	-2.2	-2.2
31	-0.1	-257.0	-6.4	-2.9	2.0
32	-0.2	-26.3	-32.8	3.7	1.1

# The list goes on.
no.	compound	hgDAF-12 ag	SMARCA2 activ	ssDAF-12 act	DAX1 inh-1	hcDAF12 agonist	HGIII-sPLA2 inh
33	CC(=NNC(=S)Nc1cccc(Cl)c1)c1ccccn1	-4.2	1.5	-0.9	-4.8	-1.4	20.1*
34	CC(O)C(NS(=O)(=O)c1ccc(Cl)cc1)C(=O)OCC(=O)c1c[nH]c2ccccc12 (centres undefined)	0.3	-2.9	-1.3	-3.3	1.4	-51.8
35	CO[C@@]12[C@H](COC(N)=O)C3=C(C(=O)C(C)=C(N)C3=O)N1C[C@@H]1N[C@@H]12	5.4	-3.5	-1.3	0.8	0.7	-0.4
36	CC(C)(C)C(=O)N1CCN(c2nc3ccccc3s2)CC1	5.9	1.3	0.2	0.2	-0.7	2.5
37	O=C(Nc1ccccc1F)NC1CCCCCCC1	13.4*	5.7	0.4	1.9	2.6	10.8
38	CCN(CC(=O)Nc1c(F)cccc1F)C(=O)c1ccc(S(=O)(=O)NCc2ccco2)cc1	-0.2	-2.4	-1.1	-1.0	-1.1	-10.3
39	CCCC/C(=N\NC(=O)c1ccc(Br)o1)c1ccccc1	8.1	3.5	-0.5	1.5	1.3	16.5
40	CN(C(=O)COC(=O)c1ccc(S(=O)(=O)N2CCCCCC2)cc1)c1ccccc1	0.8	0.9	-1.3	1.6	0.8	0.7
41	CCCCN(C(=O)c1cccc(S(=O)(=O)N(C)c2ccc(C)cc2)c1)c1c(N)n(CC(C)C)c(=O)[nH]c1=O	-1.6	-0.8	-0.9	0.3	0.6	1.5
42	O=C(O)CC1(CC(=O)Nc2ccccc2N2CCOCC2)CCCC1	1.6	-2.5	-1.2	2.0	-2.3	-1.0
43	COc1cccc(C(=O)NCCN2CCN(c3ccc(Cl)cc3)CC2)c1	2.8	-8.0	-1.0	-0.8	0.4	-0.7

no.	DAX1 inh-2	PLCb3 inh	NR1D1 modulator	PG9 binder	GAA850 FXN act
33	-4.3	-2.0	2.4	0.3	-7.5
34	-1.6	-5.9	4.5	-1.1	-2.2
35	-0.2	0.1	0.4	-1.0	0.3
36	0.9	-2.9	-1.9	-0.4	7.4
37	4.5*	-6.9	-0.3	-2.2	2.7
38	-2.3	-3.6	0.5	0.7	-0.9
39	2.0	-3.6	0.4	-0.7	3.8
40	0.8	3.2	2.5	0.6	-1.3
41	0.1	-3.4	10.4	1.7	-0.8
42	0.2	-5.4	-2.4	-0.9	1.4
43	-2.3	7.3	7.9	0.3	-0.2
